Source: PubChem BioAssay
RTF Ca sens act: increases calcium sensitivity of human cardiac regulated thin filaments. activation, % at 7.2 µM. P19429+P45379. IANBD-labeled TnC RTF fluorescence at EC20 calcium; 0% EC20 calcium, 100% full calcium. 340,000 tested, 0.24% active;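 active = activation above the mean over all tested compounds plus 3 SD, cut at about 30% in these data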;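 also: rise in fluorescence read as greater calcium sensitivity of cardiac thin filaments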
Rtt109 HAT inh: blocks Candida albicans Rtt109/Vps75 acetyltransferase activity; Q5AAJ8; purified Rtt109/Vps75, ThioGlo CoA-SH fluorescence, 4 h; inhibition, % at 34.9 µM; 330,000 tested, 0.16% active;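 active = inhibition of at least 50% in every replicate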
RTF Ca sens inh: cardiac RTF calcium desensitization | inhibition, % at 7.15 µM | 340,000 tested, 0.12% active | AID 493244 | IANBD-labeled cardiac RTF, Ca2+ fluorescence;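 active = inhibition above the mean inhibition of all tested compounds plus 3 SD, cut at about 17% in these data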;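 also: assay run at fixed EC70 calcium of 1.6 mM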
Keap1-Nrf2 PPI: Keap1-Nrf2 (human) interaction inhibition | Q14145 | Keap1 Kelch-Nrf2 peptide fluorescence polarization, 1536-well | inhibition, % at 9.4 µM | 340,000 tested, 0.15% active | AID 504523; in the data active = inhibition above about 12%;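 also: human Keap1 Kelch domain with fluorescein labeled Nrf2 9mer peptide probe; 0% = neutral control wells and 100% = peptide positive control; higher means more block of Keap1 binding to Nrf2 peptide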
NSD2 inh: inhibitors of human histone methyltransferase NSD2. O96028. NSD2 peptide methylation, AlphaScreen, 120 min. inhibition, % at 12.5 µM. 310,000 tested, 0.54% active. AID 743445; in the data active = inhibition above about 50%
CDK5 p35 inh: CDK5/p35 (human) kinase inhibition; Recombinant CDK5/p35, ADP-Glo luminescence, 60 min; inhibition, % at 10 µM; 330,000 tested, 0.01% active; AID 488839; Q00535+Q15078;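 active = highest replicate inhibition of at least 50% and at least 75% of replicates reaching 50%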;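 also: plate controls were DMSO neutral control for no effect and GW8510 at 10 µM for full effect; many of its hits are not listed in these tables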
Target sequence (Q00535 whole entry, looked up): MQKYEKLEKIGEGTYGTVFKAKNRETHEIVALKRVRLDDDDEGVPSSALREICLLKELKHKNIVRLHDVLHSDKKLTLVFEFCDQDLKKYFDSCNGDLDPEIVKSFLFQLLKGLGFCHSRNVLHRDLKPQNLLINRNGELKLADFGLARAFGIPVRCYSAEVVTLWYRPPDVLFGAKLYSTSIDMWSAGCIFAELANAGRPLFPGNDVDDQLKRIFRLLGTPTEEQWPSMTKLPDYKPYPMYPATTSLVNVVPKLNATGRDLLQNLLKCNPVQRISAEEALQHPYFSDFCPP
Target sequence (Q15078 whole entry, looked up): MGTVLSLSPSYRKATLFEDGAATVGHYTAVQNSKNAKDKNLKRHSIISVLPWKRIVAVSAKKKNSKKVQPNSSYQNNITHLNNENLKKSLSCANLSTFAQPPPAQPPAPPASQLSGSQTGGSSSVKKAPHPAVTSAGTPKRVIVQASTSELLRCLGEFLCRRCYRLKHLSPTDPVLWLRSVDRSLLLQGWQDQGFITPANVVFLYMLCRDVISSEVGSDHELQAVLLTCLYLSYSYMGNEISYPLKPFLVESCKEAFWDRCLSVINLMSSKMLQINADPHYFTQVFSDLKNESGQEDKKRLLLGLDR
PfHsp90 yeast 2: inhibits growth of yeast expressing Plasmodium falciparum Hsp90; inhibition, % at 9.4 µM; 310,000 tested, 0.32% active; S. cerevisiae expressing PfHsp90, BacTiter-Glo ATP, 48 h; yeast lacking PDR1 and PDR3 efflux regulators; AID 504621;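 active = every replicate shows inhibition above about 80%, whatever the replicate mean, limit read from the data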;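 also: 0% = DMSO neutral controls and 100% = 20 µM radicicol positive controls; yeast relying on Plasmodium falciparum Hsp90 in place of its own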
LANA DNA inh: KSHV C-LANA DNA binding inhibition; inhibition, % at 9 µM; 340,000 tested, 0.078% active; MBP-C-LANA/FAM-LBS DNA binding, fluorescence polarization;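 active = highest replicate inhibition at or above 60% at 9 µM, even if other replicates fall short; inactive = all replicates below 60% inhibition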;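 also: 0% = neutral control wells and 100% = 4 µM acridine orange control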
SUMO Mot1 rescue: SUMOylation pathway inhibition by Mot1-301 growth rescue | S. cerevisiae Mot1-301 growth rescue, ATP luminescence, 38.5C; percent above DMSO median, 100 means doubled | growth rescue, % at 18.8 µM | 320,000 tested, 1% active | AID 2716;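 active = every valid replicate shows activation above 250% relative to neutral control wells; inactive = the rest, any valid replicate at or below 250%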;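 also: OY570 slx delta 5 strain wells were the positive control but not used for scaling; some compounds called inactive have numbers as strong as hits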
PvdQ inh: P. aeruginosa PvdQ acylase inhibition; purified PvdQ acylase, fluorescence plate reader; inhibition, % at 10 µM; 340,000 tested, 0.063% active; AID 488965; in the data active = inhibition above about 30%, passing the limit was not always enough;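 also: 0% = vehicle neutral wells and 100% = reference inhibitor wells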
dFosB activator: activators of mouse delta FosB homodimer; AID 493131; activation, % at 25 µM; P13346; purified delta FosB, TAMRA-CDK5 oligo fluorescence polarization; percent of positive-control signal above neutral wells; 340,000 tested, 0.99% active;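 active = mean activation above about 17%, with every replicate also reaching it, limit read from the data, passing the limit was not always enough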;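 also: fluorescence polarization rise as delta FosB binds a TAMRA Cdk5 AP-1 oligo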
Target sequence (P13346 whole entry, looked up): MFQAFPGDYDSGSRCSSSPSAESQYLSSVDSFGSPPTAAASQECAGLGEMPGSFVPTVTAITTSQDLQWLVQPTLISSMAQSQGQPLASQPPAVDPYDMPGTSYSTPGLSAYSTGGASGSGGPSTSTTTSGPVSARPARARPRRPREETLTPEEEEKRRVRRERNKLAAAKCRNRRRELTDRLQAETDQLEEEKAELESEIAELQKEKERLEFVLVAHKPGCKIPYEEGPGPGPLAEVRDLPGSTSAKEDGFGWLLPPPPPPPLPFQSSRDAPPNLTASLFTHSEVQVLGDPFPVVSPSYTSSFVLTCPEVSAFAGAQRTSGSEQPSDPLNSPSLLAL
* hit, by the source's call; / = no result given.

Results follow in this order: RTF Ca sens act, Rtt109 HAT inh, RTF Ca sens inh, Keap1-Nrf2 PPI, NSD2 inh, CDK5 p35 inh, PfHsp90 yeast 2, LANA DNA inh, SUMO Mot1 rescue, PvdQ inh, dFosB activator
#1 Cn1c(=O)c2c(nc(CN3CCN(CCO)CC3)n2CCc2ccccc2)n(C)c1=O
  8, 0, -10, -1, /, 0.9, -2, -3.2, -18, -9, -8
#2 COC(=O)c1ccc(OC)c(CN2CCCN(Cc3cc(C)ccc3C)S2(=O)=O)c1
  4, 9, -8, -1, 27, -0.4, -1, 1.0, 13, -11, -4
#3 CCN(CC(=O)Nc1cc(S(=O)(=O)N2CCOCC2)ccc1C)Cc1ccccc1
  0, -5, 3, -2, -1, 1.9, 11, 0.6, -5, -4, 2
#4 O=C(Nc1sc2c(c1C(=O)NCCO)CCCC2)c1ccco1
  -9, -14, -6, -1, -1, 1.7, 36, 1.1, 4, -7, 0
#5 Cc1cc(NC(=O)c2ccc(NC(=O)C3CC3)cc2)no1
  8, 1, -4, -5, /, -3.7, /, 0.6, 85, -26, -4
#6 O=C(CC1C(=O)NCCN1Cc1ccccc1)NCCC1=CCCCC1 (centres undefined)
  -1, 5, 1, -3, 2, -0.8, 2, 0.0, 20, -9, -13
#7 CC(=O)Nc1nc(C)c(-c2csc(Nc3ccc(S(N)(=O)=O)cc3)n2)s1
  -10, -17, 7, 3, 1, 3.9, -31, -16, -5, -2, -2
#8 CCOc1ccc(-n2c(C)c(C(C)=O)c(C(C)=O)c2C)cc1
  -3, 0, -15, 1, -2, -0.4, 8, -0.4, -20, -12, -10
#9 O=C(COc1ccccc1[N+](=O)[O-])N/N=C/c1cccc(OC(=O)c2ccc3c(c2)OCO3)c1
  -5, 3, -15, 0, -1, /, -14, -1.3, -3, -1, 9
#10 Cc1ccc(NC(=O)c2ccc(Cn3cc(Br)cn3)o2)cc1
  -4, -4, -3, -5, -1, -0.7, 2, 1.0, -6, 5, -14
#11 COCCN(C(=O)CSc1nnc(C)n1-c1ccccc1)c1c(N)n(Cc2ccccc2)c(=O)[nH]c1=O
  7, 2, -5, -4, -3, -1.7, -3, 2.0, 94, -3, -6
#12 O=C(NCCN1CCOCC1)c1c(F)c(F)c(F)c(F)c1F
  3, 3, 1, -6, -5, 0.5, /, 0.1, -2, -11, -6
#13 COc1ccc(OCCC(=O)OCC(=O)NCc2ccc(F)cc2)cc1
  -2, -3, -16, 0, -3, 0.1, -17, 0.4, -2, -13, -2
#14 CCOCC(O)CNC(=O)c1ccc(OC2CCN(C(=O)c3cccnc3)CC2)cc1 (centres undefined)
  1, 3, -9, -5, -10, -8.0, 16, 0.2, 73, -13, 5
#15 CC(=O)Nc1cccc(NC(=O)C2CC3CCC2C3)c1 (centres undefined)
  -2, -4, 1, -1, -2, -1.0, 3, -1.1, -16, -10, -1
#16 Nn1c(SCc2ccc(F)cc2)nnc1-c1cccnc1
  3, -4, 0, -4, -1, -1.5, 20, -0.8, -17, -2, -7
#17 Cc1cc(O)c(C(=O)Nc2cccc(Cl)c2)c(=O)n1C
  1, 5, -9, 0, -3, /, 8, 0.9, 6, -18, 9
#18 CN(CC(=O)NC1CCN(Cc2ccccc2)CC1)S(=O)(=O)c1ccc(Cl)cc1
  3, 3, -1, 2, -2, 0.3, /, 0.3, 19, -15, 6
#19 Oc1ccccc1/C=N/n1c(COc2ccccc2)n[nH]c1=S
  -2, 3, 0, 2, /, 13, -6, -0.8, 25, -11, -8
#20 CCN(CC)CCN1C(=O)c2oc3ccccc3c(=O)c2C1c1ccccc1 (centres undefined)
  0, -12, -9, -8, /, -0.9, 16, 0.1, -8, -2, -1

Next section (two carried over from the part before).
Results follow in this order: RTF Ca sens act, Rtt109 HAT inh, RTF Ca sens inh, Keap1-Nrf2 PPI, NSD2 inh, CDK5 p35 inh, PfHsp90 yeast 2, LANA DNA inh, SUMO Mot1 rescue, PvdQ inh, dFosB activator
#19 Oc1ccccc1/C=N/n1c(COc2ccccc2)n[nH]c1=S
  -2, 3, 0, 2, /, 13, -6, -0.8, 25, -11, -8
#20 CCN(CC)CCN1C(=O)c2oc3ccccc3c(=O)c2C1c1ccccc1 (centres undefined)
  0, -12, -9, -8, /, -0.9, 16, 0.1, -8, -2, -1
#21 COc1cc(CNc2ncc(-c3ccc(Br)cc3)n2C)cc(OC)c1OC
  -3, -5, -7, -3, 31, -0.9, -20, -0.9, 7, -7, -12
#22 CCn1nnc2cc(C(=O)Nc3cc(S(C)(=O)=O)ccc3Cl)ccc21
  2, -10, 0, 0, 0, 0.1, -27, -0.5, -8, 5, -7
#23 CC1(C)CC(=O)C2=C(C1)N(CCN1CCOCC1)C1=C(C(=O)CC(C)(C)C1)C2c1ccc(Cl)c([N+](=O)[O-])c1
  -1, 8, 9, -2, /, 2.7, 11, 0.8, 4, 5, -9
#24 CCOC(=O)C1=C(C)N(CCCC(=O)O)C(=O)NC1c1ccccc1OS(=O)(=O)c1ccccc1[N+](=O)[O-] (centres undefined)
  1, 12, -8, 3, /, -0.4, -6, 1.2, 6, -1, -2
#25 Cc1nc(NC(=O)C2CC3CCCC(C2)C3=O)sc1C (centres undefined)
  3, 5, -3, -2, 3, -0.7, 16, -0.9, 14, -18, 8
#26 COc1ccc(NC2=C(C)C(=O)CC2)cc1
  -4, -5, -3, 2, -1, -0.4, -11, -0.3, 594*, -6, 4
#27 S=C(Nc1ccc(CN2CCCCC2)cc1)Nc1cccc(Cl)c1Cl
  -9, 10, 1, -4, /, -2.6, 4, -3.1, 16, 4, -1
#28 Cc1ccn2c(Nc3ccccc3C)c(-c3cccnc3)nc2c1
  4, -7, -2, -8, -1, -0.3, -35, -2.1, 0, -6, -9
#29 CCCc1nn2c(=O)cc(O)nc2s1
  5, -1, -1, -3, 1, -0.5, -32, 0.2, 0, -13, 11
#30 O=C1C2C3C=CC(CC3)C2C(=O)N1c1ccc(F)cc1 (centres undefined)
  0, -1, -5, -3, -3, -0.3, -4, 0.1, -3, -14, -6
#31 Cc1ccc(C(C)C)c(OCCN2CCc3ccccc3C2)c1
  4, -2, 3, -2, -2, 1.4, 2, -4.1, 21, -10, 8
#32 O=C(CCc1nc2ccccc2c(=O)[nH]1)NNC(=O)COc1ccccc1Cl
  -3, -3, 9, -4, 7, -1.8, 2, -0.3, 1, -13, 56*
#33 COc1cc(C)ccc1OCc1cc(C(=O)N(Cc2nccn2C)C(C)C)no1
  -3, -13, -2, 5, -1, 0.1, -3, -2.3, -14, -9, -1
#34 O=C(NC1CCCCCCC1)c1c(Cl)cccc1Cl
  -2, -7, 2, -2, -11, 2.2, 19, 1.1, 7, -5, -1
#35 CN(CC(=O)Nc1cccc(F)c1)CC(=O)Nc1ccccc1-c1ccccc1
  2, 0, -3, -7, -3, 0.9, 8, 0.1, -6, -16, -3
#36 CC(Oc1ccccc1F)C(=O)NNC(=O)c1ccc(-n2cncn2)c([N+](=O)[O-])c1 (centres undefined)
  -3, -10, -6, -4, -1, -1.3, -3, -1.1, /, -3, -4
#37 O=C(NCc1ccccc1)c1onc(CSc2ccccc2)c1C(=O)NCC1CC1
  2, 0, -4, -5, /, -1.1, -19, -0.7, -23, -11, 2
#38 Cc1cccc(NC(=O)c2cccc(S(=O)(=O)N3CCCCC3)c2)c1
  -8, 12, -2, -5, -2, -0.4, -24, -2.2, 5, 7, -9
#39 CCN(CC(=O)Nc1ccc(NC(C)=O)cc1)C(=O)c1cccc(N2C(=O)c3ccccc3C2=O)c1
  -5, 2, 2, -1, 12, 0.1, -11, -1.8, /, -3, -10
#40 COc1ccc(N2CCC(CNC(=S)Nc3ccc(C)cc3C)C2)cc1 (centres undefined)
  0, 11, -4, -1, 12, -0.1, 6, 1.0, -5, -7, -9
#41 CC(CN1CCCC1)OC(=O)c1cccc(F)c1 (centres undefined)
  5, -5, -5, -1, -3, -0.7, -33, 3.5, -10, -14, 0
#42 Cc1ccccc1NC(=O)c1cccc(S(C)(=O)=O)c1
  -2, -10, 2, -3, -6, 0.8, 22, -0.9, 3, -13, 3
#43 COc1ccc(CNC(=O)C2CCC(CNS(=O)(=O)c3cccc4nsnc34)CC2)cc1 (centres undefined)
  -3, -3, -3, -2, /, 0.6, 26, -0.2, -19, -5, -10
#44 COc1ccc(-c2csc(NC(=O)Cc3cccc4ccccc34)c2C(=O)O)cc1
  -3, 1, -1, -2, 4, -1.1, 22, 0.7, /, -10, -5
#45 CC(OC(=O)c1ccc(Br)o1)C(=O)NCC1CCCCC1 (centres undefined)
  0, 20, -2, -4, 0, 1.6, -1, -0.4, 135, 5, -4
#46 O=C(CCCn1c(=S)[nH]c2cc3c(cc2c1=O)OCO3)NC1CC1
  -2, -1, -5, 1, -1, -1.0, 28, -0.2, 24, -6, 11
#47 CCOC(=O)CC(NC(=O)c1ccc(C)cc1)c1ccc(OC)cc1 (centres undefined)
  4, -1, -6, 3, 1, 3.0, /, -0.9, 5, -9, 3
#48 O=C(O)CCCCCN1C(=O)CCC1=O
  1, 2, -5, -1, -2, 1.8, -20, 0.0, 200, -20, -6
#49 COc1ccc(Nc2nc(-c3ccncc3)nc3ccccc23)cc1
  -5, -5, -7, 2, -4, -0.6, -23, -0.9, -4, -11, -1
#50 COc1ccc(-c2cc(C(F)(F)F)n3nc(C(=O)Nc4c(C)n(C)n(-c5ccccc5)c4=O)c(Cl)c3n2)cc1
  3, -3, -12, 0, 1, 2.3, -17, 0.1, -3, -7, -7
#51 Cc1ccc(-c2nn3c(C)nnc3s2)cc1N
  2, 3, 2, -6, -1, 1.5, -39, -0.3, -26, -3, 0
#52 N#C/C(N)=C(/C#N)N=Cc1cccc(Cl)c1
  -2, 7, -6, -2, 0, 1.7, 4, -0.4, 5, 6, -4
#53 CSc1nc(C)c2c(n1)N(c1ccc(F)cc1)CC2
  0, -7, -13, -1, -2, -2.3, 6, 0.1, -18, -17, -3
#54 OC(Cc1nc2ccccc2[nH]1)c1ccccc1Cl (centres undefined)
  1, 8, -8, -1, -5, -1.5, -23, 0.8, 8, -18, 2
